GC-A act = GC-A (human) enzyme activation. HEK293 GC-A cells, cGMP TR-FRET, EC30 ANP; 0% at EC30 ANP, 100% saturating ANP. activation, % at 10 µM. actives 0.14% (n = 370,000); in the data active means activation above about 40%
Target sequence (P16066 whole entry, looked up): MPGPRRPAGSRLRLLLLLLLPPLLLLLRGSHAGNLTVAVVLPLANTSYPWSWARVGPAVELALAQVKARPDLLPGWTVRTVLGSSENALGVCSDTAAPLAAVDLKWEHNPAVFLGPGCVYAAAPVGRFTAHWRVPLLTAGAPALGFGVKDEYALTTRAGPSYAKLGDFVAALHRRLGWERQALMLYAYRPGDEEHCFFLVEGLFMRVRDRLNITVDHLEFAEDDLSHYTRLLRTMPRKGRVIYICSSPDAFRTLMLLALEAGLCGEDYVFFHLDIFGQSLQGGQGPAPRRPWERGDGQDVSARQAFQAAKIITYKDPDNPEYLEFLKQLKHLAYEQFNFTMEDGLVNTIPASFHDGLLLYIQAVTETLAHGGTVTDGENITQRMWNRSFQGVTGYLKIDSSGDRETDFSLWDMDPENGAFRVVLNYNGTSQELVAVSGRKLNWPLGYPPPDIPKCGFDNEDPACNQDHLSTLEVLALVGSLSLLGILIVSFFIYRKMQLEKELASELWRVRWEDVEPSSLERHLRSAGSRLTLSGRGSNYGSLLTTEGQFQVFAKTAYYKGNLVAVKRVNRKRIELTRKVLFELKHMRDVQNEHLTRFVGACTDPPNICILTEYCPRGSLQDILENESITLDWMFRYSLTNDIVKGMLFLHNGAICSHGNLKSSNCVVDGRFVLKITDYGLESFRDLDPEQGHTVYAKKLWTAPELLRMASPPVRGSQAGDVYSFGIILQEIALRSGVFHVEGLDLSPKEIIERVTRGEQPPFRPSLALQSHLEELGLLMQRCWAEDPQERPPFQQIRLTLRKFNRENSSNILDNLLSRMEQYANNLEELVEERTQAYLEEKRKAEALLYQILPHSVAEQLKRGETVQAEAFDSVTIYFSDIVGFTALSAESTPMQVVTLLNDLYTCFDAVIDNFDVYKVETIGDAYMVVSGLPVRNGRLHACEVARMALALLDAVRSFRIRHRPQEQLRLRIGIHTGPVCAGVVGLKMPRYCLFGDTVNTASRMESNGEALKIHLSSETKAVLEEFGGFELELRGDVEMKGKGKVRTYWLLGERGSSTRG
mABHD4 FP = inhibitors of mouse ABHD4. inhibition, % at 8.92 µM. actives 0.54% (n = 370,000). purified mABHD4, FP-Rh probe fluorescence polarization;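 active means inhibition exceeding the mean over every tested compound plus 3 SD, cut at about 30% in these data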;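 further: 0% = plate median of compound wells and 100% = S159A mutant with DMSO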
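Assay system: Wild-type mouse ABHD4 protein | Medium: HEPES pH 7.0 buffer, 150 mM NaCl, 0.01% Pluronic F-127 | Incubation: Enzyme–compound pre-incubation 45 min, then probe 60 min, both 25 °C | Technique: Fluorescence polarization with parallel and perpendicular emission, 525/598 nm | Evaluation: % inhibition of FP-Rh probe binding versus controls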
Rev-erbA mod = Rev-erb alpha (human) modulation; activity, % at 10 µM; Rev-erbα–FITC-DNA binding, fluorescence polarization, 90 min; P20393; actives 0.79% (n = 370,000);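 active means activity above about 14%, limit read from the data; passing the limit was not always enough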;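 further: 0% = DMSO wells with 35 nM protein and 100% = DMSO wells with 750 nM protein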
ARFGAP1 inhibitor = inhibitors of rat ARFGAP1. Arfgap1-stimulated ARF1 GTP hydrolysis, GDP FP detection. AID 651572. actives 0.26% (n = 360,000). Q62848. inhibition, % at 16.5 µM;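 active means inhibition above a per-plate limit, mean inhibition of low control wells plus 3 SD, cut at about 25% in these data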;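 further: 0% = DMSO wells with enzyme and 100% = wells lacking Arfgap1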
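material = rat Arfgap1 catalytic domain, aa 1-136 | also added = human ARF1(Δ1-17)-GTP substrate | compound dosing = one concentration, 16.5 µM, DMSO 1.26% | times = GTP hydrolysis reaction 2 h at 25 °C | measured by = FP, GDP Alexa 633 tracer displaced from anti-GDP antibody, 620/688 nm | evaluation = percent inhibition of Arfgap1-stimulated GTP hydrolysis | replication = single well per compound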
ASAP1 inh = ASAP1 ArfGAP inhibition; Q9ULH1; ASAP1-stimulated ARF1 GTP hydrolysis, GDP FP detection; inhibition, % at 16.5 µM; actives 0.19% (n = 360,000); AID 624377; in the data active means inhibition above about 25%;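 further: 0% = vehicle with enzyme and substrate and 100% = no enzyme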
NPR2 activator = GC-B (human) receptor activation; AID 1920062; actives 0.11% (n = 370,000); P20594; HEK293-GC-B cells, CNP EC30, cGMP TR-FRET; 0% at EC30 CNP, 100% saturating CNP; activation, % at 10 µM;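 active means activation at 10 µM reaching about 35% in either raw or pattern-adjusted values, limit read from the data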
HTRA1 inh = HTRA1 (human) protease inhibition. recombinant HTRA1, FP-rhodamine activity-based probe, fluorescence polarization. AID 504803. inhibition, % at 5.96 µM. actives 0.5% (n = 340,000); in the data active means inhibition above about 36%;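 further: 0% = enzyme with DMSO and 100% = wells lacking enzyme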
rCAG RNA binder = r(CAG) repeat RNA binding; TO-PRO-1 dye displacement fluorescence; inhibition, % at 3 µM; actives 1.3% (n = 370,000);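 active means inhibition above the plate cutoff, the mean of all test compounds on that plate plus 3 SD, cut at about 35% in these data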;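 further: 0% = DMSO alone and 100% = 100 µM mitoxantrone as full dye displacement; higher means more dye released from RNA so lower well fluorescence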
SMARCA2 act = SMARCA2 function activation, primary screen | MG213 cells, MMTV-luciferase reporter, dexamethasone, overnight | activation, % at 9.1 µM | actives 1% (n = 370,000) | AID 652017; in the data active means activation above about 7.8%;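 further: 0% = vehicle wells and 100% = reference activator wells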
PG9 Ab binder = binds the HIV-1 gp120 antibody PG9; TR-FRET gp120-PG9 antibody binding; inhibition, % at 6.7 µM; actives 0.43% (n = 360,000); in the data active means inhibition above about 8.5%
An asterisk follows results filed as active; · = not tested or not shown. The order is random; 4.4% or so of the library scored in one or more.

Fields – GC-A act, mABHD4 FP, Rev-erbA mod, ARFGAP1 inhibitor, ASAP1 inh, NPR2 activator, HTRA1 inh, rCAG RNA binder, SMARCA2 act, PG9 Ab binder
1) Cc1ccc(NC(=O)C2(N3CCC3=O)CCCCC2)cc1
 : 1.2, -1.9, 0.2, 0.0, -13.7, 1.5, 7.1, -2.5, 1.0, -0.6
2) CC(C)c1ccc(NC(=O)N2CCc3nc(NCc4cccc(Oc5ccccc5)c4)ncc3C2)cc1
 : 0.4, -17.8, 4.5, 14.9, -15.2, -3.7, ·, 10.8, -2.5, -0.6
3) Cc1nnc(C)c2c(C)n(C(c3ccccc3)c3ccccc3)c(C)c12
 : -17.6, -9.9, 1.1, 10.8, -0.3, -7.0, -3.8, 2.5, -3.8, 2.4
4) Cc1cc(N2CCN(CC(C)(C)O)C[C@H]2C)ccc1N1CCN(Cc2ccccc2)[C@H](C)C1
 : 1.0, 1.5, -4.1, 0.3, -8.6, 5.2, ·, -2.2, -5.1, -0.7
5) CCC(=O)Nc1nonc1-c1nc2ccccc2n1Cc1cccc2ccccc12
 : -0.7, -20.0, 2.6, 0.0, 8.0, -1.4, -47.2, 11.9, -2.6, -2.2
6) O=C(O)CCn1c(-c2ccccc2)cc2c1CCCC2=O
 : 2.4, 9.7, 4.7, -1.4, -1.0, 0.4, -0.5, 6.3, 3.6, 0.1
7) O=C(c1ccc(Br)cc1)c1cc([N+](=O)[O-])ccc1N1CCOCC1
 : -16.4, -0.8, -0.4, 6.8, -1.5, 3.9, -4.2, -2.9, 0.6, -0.8
8) COc1ccc(-c2nnc(CSc3nc4ccccc4c(=O)n3CC(C)C)o2)cc1OC
 : 6.5, 31.3*, 1.1, -4.5, -16.8, 5.8, -27.6, -1.0, -1.4, -0.9
9) O=C(Cc1ccc(Cl)cc1)NC1CCCCCC1
 : -5.6, -11.3, 3.1, -5.0, 9.6, 2.9, 0.1, 3.1, 0.8, -0.5
10) Cc1cc(C)cc(NC(=S)NCCSc2ccc(Cl)cc2)c1
 : 3.4, -36.9, 7.4, 3.7, 6.2, 0.9, -63.5, 4.3, -3.8, -2.2
11) CC(=O)OC(COc1ccccc1)Cn1cnc2ccccc21 (stereo unspecified)
 : -6.3, 1.8, -2.0, 7.0, 5.2, -4.2, 0.0, -6.1, -3.8, -0.8
12) Cc1cc(C)c(C)c(C(=O)C2OC(=O)C(C)(C)C(=O)C2(C)C)c1C (stereo unspecified)
 : 0.9, 1.1, 3.9, -1.1, -9.4, 4.4, -4.6, 0.3, -2.1, -1.4
13) CCOC(=O)CSc1nnc(C)n1N
 : 3.3, 2.5, 0.9, 12.9, 1.0, 2.0, -4.3, -2.9, -2.4, 1.7
14) CCOC(=O)c1c(C)nc2sc3c(=O)n(-c4ccc(C(C)=O)cc4)nnc3c2c1-c1ccc(OC)cc1
 : 3.5, -6.6, -5.2, 0.4, -8.4, -11.1, -5.3, 2.9, 0.1, 1.5
15) O=C(c1cc(-c2ccco2)nc2ccccc12)N(Cc1nnc(-c2ccc(Cl)cc2)o1)C1CC1
 : -2.0, -4.2, -17.8, 3.6, 5.1, -0.4, -39.0, 8.3, 2.3, 3.0
16) Cc1ccc(N=CNc2ccc(C)cc2C)c(C)c1
 : 3.5, -4.0, 0.1, 4.1, 4.6, 3.2, ·, -1.5, -4.9, 0.2
17) COc1ccc(NS(=O)(=O)c2cccc(C(=O)NCc3cccnc3)c2)cc1
 : 0.3, -0.8, -1.3, 6.9, 5.5, -4.2, -2.6, 1.3, -3.0, -0.8
18) CC(C)C(NC(=O)c1ccco1)C(=O)OCC(=O)Nc1ccc(C(N)=O)cc1 (stereo unspecified)
 : 1.3, 0.4, -2.0, 7.0, 10.8, -0.8, -0.2, -0.2, 2.7, -0.5
19) CC(=O)c1ccc(Nc2nc(-c3sc(C)nc3C)cs2)cc1
 : -1.5, 16.8, -0.9, 7.6, 17.2, 3.7, -4.6, 5.2, -6.5, 0.3
20) CCC(C)(C)C1CCC2(CC1)NC(=O)N(CC(=O)Nc1nc(-c3ccc(C)cc3)cs1)C2=O (stereo unspecified)
 : 6.7, 8.9, -0.7, 6.5, -0.7, 4.6, -8.3, 7.8, -0.8, 1.3
21) Cc1cc2cc3c(cc2nc1SCC(=O)N1c2ccccc2CC1C)OCO3 (stereo unspecified)
 : -5.7, -2.0, 6.9, -0.2, 4.7, -9.9, -12.1, 3.2, -0.3, -4.6
22) Cc1cccn(Cc2c(F)cccc2Cl)c1=O
 : 0.7, -0.2, 1.3, -3.6, -10.8, 3.1, 3.0, -2.9, -0.1, -1.8
23) CC(C)C(NS(=O)(=O)c1ccccc1)C(=O)N1CCCCCC1 (stereo unspecified)
 : 0.4, 0.1, -4.5, -8.3, 8.0, 1.8, 3.7, -2.9, -3.0, -2.2
24) C=CCN(C(=O)c1ccc2snnc2c1)c1ccccc1
 : -5.8, 3.1, 4.5, 1.6, 5.0, 0.8, 8.0, -5.6, -4.0, 1.8

Compounds from the list above that have four or more nitrogen atoms, in the order listed:
Fields – GC-A act, mABHD4 FP, Rev-erbA mod, ARFGAP1 inhibitor, ASAP1 inh, NPR2 activator, HTRA1 inh, rCAG RNA binder, SMARCA2 act, PG9 Ab binder
2) CC(C)c1ccc(NC(=O)N2CCc3nc(NCc4cccc(Oc5ccccc5)c4)ncc3C2)cc1
 : 0.4, -17.8, 4.5, 14.9, -15.2, -3.7, ·, 10.8, -2.5, -0.6
4) Cc1cc(N2CCN(CC(C)(C)O)C[C@H]2C)ccc1N1CCN(Cc2ccccc2)[C@H](C)C1
 : 1.0, 1.5, -4.1, 0.3, -8.6, 5.2, ·, -2.2, -5.1, -0.7
5) CCC(=O)Nc1nonc1-c1nc2ccccc2n1Cc1cccc2ccccc12
 : -0.7, -20.0, 2.6, 0.0, 8.0, -1.4, -47.2, 11.9, -2.6, -2.2
8) COc1ccc(-c2nnc(CSc3nc4ccccc4c(=O)n3CC(C)C)o2)cc1OC
 : 6.5, 31.3*, 1.1, -4.5, -16.8, 5.8, -27.6, -1.0, -1.4, -0.9
13) CCOC(=O)CSc1nnc(C)n1N
 : 3.3, 2.5, 0.9, 12.9, 1.0, 2.0, -4.3, -2.9, -2.4, 1.7
14) CCOC(=O)c1c(C)nc2sc3c(=O)n(-c4ccc(C(C)=O)cc4)nnc3c2c1-c1ccc(OC)cc1
 : 3.5, -6.6, -5.2, 0.4, -8.4, -11.1, -5.3, 2.9, 0.1, 1.5
15) O=C(c1cc(-c2ccco2)nc2ccccc12)N(Cc1nnc(-c2ccc(Cl)cc2)o1)C1CC1
 : -2.0, -4.2, -17.8, 3.6, 5.1, -0.4, -39.0, 8.3, 2.3, 3.0
20) CCC(C)(C)C1CCC2(CC1)NC(=O)N(CC(=O)Nc1nc(-c3ccc(C)cc3)cs1)C2=O (stereo unspecified)
 : 6.7, 8.9, -0.7, 6.5, -0.7, 4.6, -8.3, 7.8, -0.8, 1.3

Laid out differently: entries from further up
1) Cc1ccc(NC(=O)C2(N3CCC3=O)CCCCC2)cc1
2) CC(C)c1ccc(NC(=O)N2CCc3nc(NCc4cccc(Oc5ccccc5)c4)ncc3C2)cc1

Assay by compound	1	2
GC-A act	1.2	0.4
mABHD4 FP	-1.9	-17.8
Rev-erbA mod	0.2	4.5
ARFGAP1 inhibitor	0.0	14.9
ASAP1 inh	-13.7	-15.2
NPR2 activator	1.5	-3.7
HTRA1 inh	7.1	·
rCAG RNA binder	-2.5	10.8
SMARCA2 act	1.0	-2.5
PG9 Ab binder	-0.6	-0.6
